High-throughput results (PubChem)
tim10-1 inh – inhibits growth of tim10-1 mutant yeast. inhibition, % at 20 µM. AID 463190. S. cerevisiae tim10-1 ts strain growth, BacTiter-Glo, 24 h. 330,000 compounds, 2.2% hits;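 active = inhibition of at least 40%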;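 also: mutant grown at 25 °C; 0% = DMSO wells with yeast and 100% = wells holding no yeast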
mIAP inh – mouse IAP inhibition; AID 2806; 330,000 compounds, 0.2% hits; inhibition, % at 10 µM; purified mouse IAP, CDP-Star luminescence, 30 min;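 active = inhibition of at least 40% at 10 µM in the primary screen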;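 also: plate controls were DMSO with enzyme for no effect and no enzyme wells for full effect; values of inactives mirror those of a sister screen read the other way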
APOBEC3G inh – APOBEC3G (human) deaminase inhibition. Q9HC16. recombinant A3G, ssDNA deamination FAM/TAMRA fluorescence. inhibition, % at 20 µM. 330,000 compounds, 0.28% hits;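 active = inhibition of at least 40% at 20 µM, with no more than 30% in the related APOBEC3A deaminase screen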;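 also: plate controls were DMSO wells with A3G for no effect and wells lacking A3G enzyme for full effect; some compounds called inactive have numbers as strong as hits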
MIN6 prolif – MIN6 beta-cell proliferation induction; AID 2380; proliferation, % at 10 µM; MIN6 cells proliferation, ATPlite luminescence, 48 h; cells starved in 0.2% serum; 100% = growth in 10% serum; 330,000 compounds, 0.29% hits;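 active = compounds whose signal lies at least 3.5 SD above the mean of all wells on their plate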;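 also: 0% = DMSO-treated cells in low-serum medium and 100% = 10% serum control; some compounds called inactive have numbers as strong as hits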
mIAP activ – increases mouse intestinal alkaline phosphatase activity; AID 2805; 330,000 compounds, 0.24% hits; muIAP, CDP-Star luminescence, 30 min; stronger effect = higher value; 1 = vehicle-only enzyme signal, 0 = enzyme-free wells; activation factor at 10 µM;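 active = activation factor of at least 2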; also: the source names both 10 and 20 µM as test concentration; values of inactives mirror those of a sister screen read the other way
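Assay system: mouse IAP enzyme / Compound: DMSO-dissolved test compounds / Timing: 30 min, room temperature / Measured by: luminescence from enzymatic CDP-Star hydrolysis / Control set: DMSO-only wells, enzyme-free buffer wells as negative control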
NLRP3 yeast inh – blocks the NALP3 inflammasome reconstituted in yeast; inhibition, % at 10 µM; AID 2825; 330,000 compounds, 0.39% hits; Yeast reconstituted NLRP3/ASC/caspase-1, beta-gal luminescence, 24 h;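 active = inhibition of 50% or more; inactive = inhibition below 50%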;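 also: plate controls were induced DMSO wells for no effect and uninduced yeast grown without galactose for full effect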
A3A deaminase – blocks human APOBEC3A ssDNA deamination; 330,000 compounds, 0.41% hits; P31941; recombinant A3A, FAM/TAMRA ssDNA deamination fluorescence; inhibition, % at 20 µM;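 active = at least 40% inhibition at 20 µM here, with at most 30% in a related deaminase screen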;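 also: plate controls were A3A with DMSO for no effect and wells lacking A3A enzyme for full effect; some results filed as inactive read as strong as hits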
Target sequence (P31941 whole entry, looked up): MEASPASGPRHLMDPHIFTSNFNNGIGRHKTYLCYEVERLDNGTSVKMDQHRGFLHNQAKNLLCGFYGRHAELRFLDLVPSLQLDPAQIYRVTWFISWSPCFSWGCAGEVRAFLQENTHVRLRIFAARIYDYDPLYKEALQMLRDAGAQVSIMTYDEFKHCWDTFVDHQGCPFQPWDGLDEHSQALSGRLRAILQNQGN
TIM10 inh – inhibits growth of TIM10 yeast strain. S. cerevisiae TIM10 strain growth, BacTiter-Glo luminescence, 24 h. inhibition, % at 10 µM. 330,000 compounds, 1.4% hits;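 active = inhibition of 40% or more at the single tested concentration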;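 also: wild-type TIM10 isogenic control strain grown at permissive 25 °C; 0% = DMSO yeast wells and 100% = minimal medium wells without yeast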
hIAP block – blocks human intestinal alkaline phosphatase. P09923. purified IAP, CDP-Star luminescence, 30 min. inhibition, % at 10 µM. 330,000 compounds, 0.12% hits;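 active = inhibition reaching a set limit with compound at 10 µM in the primary screen, cut at about 35% in these data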;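 also: plate controls were DMSO wells with enzyme for no effect and no-enzyme buffer wells for full effect; values of inactives mirror those of a sister screen read the other way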
Target sequence (P09923 whole entry, looked up): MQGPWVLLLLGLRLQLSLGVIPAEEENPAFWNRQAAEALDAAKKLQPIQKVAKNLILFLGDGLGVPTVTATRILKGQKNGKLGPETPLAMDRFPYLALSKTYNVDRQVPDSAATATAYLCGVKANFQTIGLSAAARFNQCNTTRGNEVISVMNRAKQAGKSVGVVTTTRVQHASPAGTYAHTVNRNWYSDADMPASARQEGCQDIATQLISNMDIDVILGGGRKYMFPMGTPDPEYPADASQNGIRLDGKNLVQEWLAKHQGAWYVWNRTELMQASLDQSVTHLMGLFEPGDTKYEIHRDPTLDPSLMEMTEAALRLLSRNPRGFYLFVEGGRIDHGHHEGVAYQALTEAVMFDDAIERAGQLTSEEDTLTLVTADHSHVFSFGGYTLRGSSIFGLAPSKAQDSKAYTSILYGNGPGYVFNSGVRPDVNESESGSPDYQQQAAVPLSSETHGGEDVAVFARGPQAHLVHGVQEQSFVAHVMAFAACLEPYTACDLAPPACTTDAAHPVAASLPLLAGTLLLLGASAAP
Numbers without * were called inactive. Not a hit list; overall some 4.6% were active at least once.

SMILES	tim10-1 inh	mIAP inh	APOBEC3G inh	MIN6 prolif	mIAP activ	NLRP3 yeast inh	A3A deaminase	TIM10 inh	hIAP block
C(=N\Nc1ccc2nncn2n1)/c1ccco1	-12	5	-4	-2	0.95	2	-3	28	17
O=C(CCN1CCN(c2ccccc2)CC1)NNC(=S)Nc1ccccc1	11	-4	-3	0	1	11	3	2	-55
CC(C)NC(=O)/C(C#N)=C/c1cccc(NC(=O)c2ccccc2Cl)c1	70*	3	-7	-2	0.97	21	-4	63*	12
Cc1cc(C(=O)OCC(=O)N(C)C2CCS(=O)(=O)C2)c(C)n1-c1ccccc1 (stereo not given)	3	-5	-4	-2	1.1	13	-6	4	-10
CCN(CC)CCNC(=O)c1cccc(NC(=O)C(=O)c2ccccc2NC(C)=O)c1	8	0	-3	5	1	11	6	4	0
Cc1ccc(C(=O)NCCC(=O)N2CCC3(CC2)NCCc2[nH]cnc23)cc1C	-3	-6	-5	4	1.1	14	-2	-12	-13
O=C(Nc1ccc2c(c1)OCCO2)C1CCCN(S(=O)(=O)c2cccnc2)C1 (stereo not given)	11	-2	-1	0	1	-11	-3	9	-12
COc1ccc(O)c(-c2cn[nH]c2-c2cccs2)c1	4	10	-5	1	0.9	11	-1	4	3
Cn1c(NC(=O)c2cc(-c3ccc4c(c3)OCO4)nc3ccccc23)cc(=O)n(C)c1=O	14	-12	5	-5	1.1	21	4	-2	-7
Cc1ccnc(NC(=O)CNC(=O)c2ccc3ccccc3c2)c1	4	-3	-4	-3	1	4	0	15	20
O=C(CSc1nc(O)c(C2CCCCC2)c(=O)[nH]1)Nc1ccc(Cl)cc1	2	-5	-5	-3	1.1	15	-6	0	-10
COc1ccc(-n2cc(C#N)c(=O)[nH]c2=O)cc1	-12	6	-6	0	0.94	5	-4	-15	15
C/C(=N/NC(=O)c1sc(=S)n(C)c1C)c1ccccc1	7	4	-2	2	0.96	6	-2	-6	9
CCN1C(=O)[C@H]2[C@@H](c3ccc(-c4ccc(C(C)=O)cc4)c(OC)c3)N[C@@](Cc3ccccc3)(C(=O)OC)[C@H]2C1=O	16	11	-7	-6	0.89	7	-3	16	7
COc1ccc2nc(SCC(=O)c3ccco3)[nH]c2c1	15	10	-5	-3	0.9	3	2	11	-2
COC(=O)C1=C[C@@H](C(=O)OC)C2C3=C(C(=O)C24CCCCC4)[C@H](C)n2c(=O)n(C)c(=O)n2[C@@H]3C1 (stereo not given in full)	-6	-2	5	3	1	11	2	7	-6
CCC(C)(C)NC(=O)C(c1cccc(OC)c1OC)N(C(=O)CCC(=O)Nc1cc(C)on1)C(C)C (stereo not given)	-23	-5	-5	0	1.1	7	-2	11	-8
COc1cccc(Cn2cnc3c([N+](=O)[O-])c(C)c(C)cc32)c1	41*	0	0	2	1	-3	0	32	8
Cc1cc(C)nc(SCC(=O)N2CCOCC2)n1	1	6	-3	1	0.94	7	0	12	5
Cc1ccc(NC(=O)CN(C)C(=O)/C=C/c2ccc3c(c2)OCO3)cc1	-9	0	-2	3	1	25	4	-3	2
COc1cc(C)ccc1OCC(=O)Nc1nnc(C2CC2)s1	-7	-8	-4	3	1.1	18	-1	-3	5
Cc1ccc(C)c(NC(=O)CN2C(=O)NC(C)(c3ccc4c(c3)OCCO4)C2=O)c1 (stereo not given)	-17	-2	-7	4	1	13	-1	4	21
COC(=O)c1ccc(NC(=O)Cn2nc(C(=O)Nc3ccc(C)cc3)ccc2=O)cc1	10	13	-5	1	0.87	21	-3	3	0
CC(C)CCNC(=O)CN(CC1CCCO1)C(=O)CCC(=O)Nc1nccs1 (stereo not given)	-1	14	-8	-2	0.86	5	-3	-1	-24
O=C(COc1ccccc1)Nc1ccc([N+](=O)[O-])cc1	-4	-3	4	0	1	23	1	1	4

A different layout for some results above.
molecule | tim10-1 inh | mIAP inh | APOBEC3G inh | MIN6 prolif | mIAP activ | NLRP3 yeast inh | A3A deaminase | TIM10 inh | hIAP block
O=C(CSc1nc(O)c(C2CCCCC2)c(=O)[nH]1)Nc1ccc(Cl)cc1 | 2 | -5 | -5 | -3 | 1.1 | 15 | -6 | 0 | -10
COc1ccc(-n2cc(C#N)c(=O)[nH]c2=O)cc1 | -12 | 6 | -6 | 0 | 0.94 | 5 | -4 | -15 | 15
C/C(=N/NC(=O)c1sc(=S)n(C)c1C)c1ccccc1 | 7 | 4 | -2 | 2 | 0.96 | 6 | -2 | -6 | 9
CCN1C(=O)[C@H]2[C@@H](c3ccc(-c4ccc(C(C)=O)cc4)c(OC)c3)N[C@@](Cc3ccccc3)(C(=O)OC)[C@H]2C1=O | 16 | 11 | -7 | -6 | 0.89 | 7 | -3 | 16 | 7
COc1ccc2nc(SCC(=O)c3ccco3)[nH]c2c1 | 15 | 10 | -5 | -3 | 0.9 | 3 | 2 | 11 | -2

At a glance, part of the list above.
SMILES	tim10-1 inh	mIAP inh	APOBEC3G inh	MIN6 prolif	mIAP activ	NLRP3 yeast inh	A3A deaminase	TIM10 inh	hIAP block
C(=N\Nc1ccc2nncn2n1)/c1ccco1	-12	5	-4	-2	0.95	2	-3	28	17
O=C(CCN1CCN(c2ccccc2)CC1)NNC(=S)Nc1ccccc1	11	-4	-3	0	1	11	3	2	-55

Next part:
SMILES	tim10-1 inh	mIAP inh	APOBEC3G inh	MIN6 prolif	mIAP activ	NLRP3 yeast inh	A3A deaminase	TIM10 inh	hIAP block
O=C(NCCc1ccccc1)c1ccc(CS(=O)(=O)c2ccc(Cl)cc2)o1	10	7	3	-1	0.93	3	4	-2	3
O=C(NNC(=S)NCc1ccc(Cl)cc1)c1cccnc1	1	8	-4	-4	0.92	21	-2	9	-85
Cc1ccc(-c2csc(NS(=O)(=O)c3cccc(F)c3)n2)o1	10	30	36	-6	0.7	12	17	5	-16
C=C1CCC[C@]2(C)C[C@H]3OC(=O)C(CN(C)CC(OC)OC)[C@H]3CC12 (stereo not given in full)	42*	2	-8	6	0.98	-15	-4	15	8
COc1cccc(NC(=O)Nc2ccc(CC(=O)O)cc2)c1	-2	8	-4	-1	0.92	25	-1	10	-1
CCn1cc(C(=O)O)c(=O)c2cc(F)c(N3CCN(C(=S)NC(=O)c4ccc(F)c(F)c4)CC3)cc21	-9	0	-11	-2	1	24	-3	-24	0
COc1ccc(C(=O)Nc2ccc(N3CCCCCC3)cc2)cc1S(=O)(=O)N1CCOCC1	21	6	-5	-2	0.94	6	-4	5	-4
CC(C)(C)n1nc2c(c1NC(=O)c1cc([N+](=O)[O-])ccc1Cl)CS(=O)(=O)C2	-8	6	13	-4	0.94	8	0	13	-10
COc1ccc(CN([C@H](C)CO)S(=O)(=O)N(Cc2ccccc2)[C@H](CO)C(C)C)cc1	26	7	-7	-4	0.93	14	-5	17	13
CNc1ccccc(-c2ccc3cc4c(cc3n2)OCO4)c1=O	-11	8	10	-3	0.92	22	3	19	-16
COc1ccccc1-c1oc2ccccc2c1C#CC1(O)CCCCC1	-7	2	-5	-6	0.98	47	5	1	-9
Cc1ccc(-c2cc(C(F)F)n3ncc(C(=O)NN4CCCCC4)c3n2)cc1	21	12	-4	-3	0.88	13	-2	-8	9
CC(C)CC(=O)Nc1ccc(S(=O)(=O)N2CCCC2)cc1	12	-3	-7	-4	1	7	-6	15	5
CC1N(C)c2cc(NC(=O)c3cccs3)c(P(=O)(Nc3ccc([N+](=O)[O-])cc3)N3CCOCC3)cc2C1(C)C (stereo not given)	15	11	-6	-7	0.89	23	-4	11	9
CCNc1nc(NCC)n2c(SCC(=O)O)nnc2n1	8	-7	-2	0	1.1	25	2	-7	-8
CCN(c1ccccc1)S(=O)(=O)c1ccc(OC)c(NC(=O)Cn2cnc3c2c(=O)n(C)c(=O)n3C)c1	13	7	-5	-4	0.93	12	-3	6	-2
CCCOc1ccccc1Cn1c(=O)oc2ccc(C)cc21	18	1	-5	-3	0.99	-11	-2	-9	14
O=C(NCc1ccc(F)cc1)c1cc(-c2ccncc2)nc2ccccc12	13	5	-3	-1	0.95	14	-4	-5	-13
Cc1ccc(-n2c(SCC(=O)NCC3CCCO3)nc3ccccc3c2=O)cc1 (stereo not given)	11	-6	-6	0	1.1	3	-5	17	8
O=C(NCCN1CCOCC1)/C(=C/c1ccccc1)NC(=O)c1ccccc1	1	-3	-3	0	1	15	4	-14	5
